# M1 PAM: potentiates human M1 receptor response to acetylcholine; CHO-K1 hM1, Fluo-8 calcium fluorescence, ACh EC20; 0% = ACh EC20, 100% = maximal ACh; P11229; 0.088% of 360,000 active; AID 588819; activation, % at 3 µM; in the data active = activation above about 19%, passing the limit was not always enough
# Target sequence (P11229 whole entry, looked up): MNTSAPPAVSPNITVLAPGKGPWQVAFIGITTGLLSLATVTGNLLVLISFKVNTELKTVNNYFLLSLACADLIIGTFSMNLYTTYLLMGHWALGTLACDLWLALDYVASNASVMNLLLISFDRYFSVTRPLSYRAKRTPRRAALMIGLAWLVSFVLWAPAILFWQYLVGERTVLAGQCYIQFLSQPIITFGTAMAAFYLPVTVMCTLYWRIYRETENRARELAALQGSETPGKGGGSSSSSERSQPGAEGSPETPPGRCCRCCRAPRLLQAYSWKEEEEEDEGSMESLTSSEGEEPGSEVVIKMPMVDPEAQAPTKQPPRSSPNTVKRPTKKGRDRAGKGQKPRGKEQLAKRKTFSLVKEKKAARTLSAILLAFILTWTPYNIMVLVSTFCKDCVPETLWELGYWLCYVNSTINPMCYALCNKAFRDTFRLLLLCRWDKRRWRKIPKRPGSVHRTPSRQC
# M4 antag: CHRM4 antagonism in calcium assay; P08173; CHO-hM4 cells, ACh EC80, Fluo-8 calcium fluorescence; inhibition, % at 3 µM; 0.73% of 360,000 active;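 active = inhibition above its plate's cutoff, the mean inhibition of sample wells plus 3 SD, cut at about 27% in these data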;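 note: 0% = acetylcholine EC80 with DMSO and 100% = DMSO without agonist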
# Target sequence (P08173 whole entry, looked up): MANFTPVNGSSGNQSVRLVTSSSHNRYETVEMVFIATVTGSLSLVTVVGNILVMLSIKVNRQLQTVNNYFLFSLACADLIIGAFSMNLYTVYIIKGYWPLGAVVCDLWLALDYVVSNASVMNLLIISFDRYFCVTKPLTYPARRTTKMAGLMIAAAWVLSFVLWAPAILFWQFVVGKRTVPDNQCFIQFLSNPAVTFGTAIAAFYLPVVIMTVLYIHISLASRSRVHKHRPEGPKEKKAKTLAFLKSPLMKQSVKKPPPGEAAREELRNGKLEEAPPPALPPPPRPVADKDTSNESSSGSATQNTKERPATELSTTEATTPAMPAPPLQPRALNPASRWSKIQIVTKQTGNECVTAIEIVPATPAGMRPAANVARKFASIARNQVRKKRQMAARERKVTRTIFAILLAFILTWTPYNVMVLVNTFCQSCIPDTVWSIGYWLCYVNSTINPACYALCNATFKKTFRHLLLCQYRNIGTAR
# CHRM4 agonist: CHRM4 agonism in calcium assay. P08173. CHO-K1 hM4/Gqi5, Fluo-8 calcium fluorescence; vehicle 0%, full acetylcholine response 100%. activation, % at 3 µM. 0.14% of 360,000 active. AID 624127;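 active = activation above the run mean over all test wells plus 3 SD, cut at about 32% in these data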;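 note: peak over basal fluorescence ratio per well then scaled between controls; 0% = DMSO wells and 100% = acetylcholine at EC100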
# M1 ag: human M1 muscarinic receptor agonism | CHO-K1 hM1, Fluo-8 calcium fluorescence, agonist mode; 0% DMSO, 100% acetylcholine EC100 | activation, % at 3 µM | 0.33% of 360,000 active;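 active = activation above the run's mean compound activation plus 3 SD, cut at about 16% in these data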;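 note: peak over basal fluorescence ratio within a 140 s kinetic read after compound addition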
# CHO-K1 Ca antag: M1 antagonist counterscreen hit in parental CHO-K1 cells; 0.6% of 360,000 active; inhibition, % at 3 µM; ATP-induced calcium, Fluo-8 fluorescence; AID 602250;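 active = inhibition above a per-plate cutoff, the plate's mean sample inhibition plus 3 SD, cut at about 24% in these data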;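 note: 0% = DMSO plus EC80 ATP and 100% = DMSO alone without ATP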
# CHRM1 antagonist: antagonists of human M1 muscarinic receptor. P11229. CHO-K1 hM1, Fluo-8 calcium fluorescence, ACh EC80 antagonist. inhibition, % at 3 µM. 1.3% of 360,000 active. AID 588852;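 active = percent inhibition above its own plate's cutoff, namely the mean of that plate's compound wells plus 3 SD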;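 note: peak over basal fluorescence ratio during 140 s after agonist addition; 0% = ACh EC80 plus DMSO and 100% = DMSO alone without agonist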
# M1 ag parental: nonselective activator or artifact in parental CHO-K1 cells; Fluo-8 calcium fluorescence; scaled to maximal ATP response, vehicle zero; activation, % at 3 µM; 0.48% of 360,000 active; in the data active = activation above about 15%;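 note: untransfected CHO-K1 host cells lacking M1 receptor as counterscreen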
# OXTR potentiate: potentiates the human oxytocin receptor response | P30559 | CHO-OTR cells, Fluo-8 calcium fluorescence, potentiator mode; 0% = oxytocin EC15, 100% = EC100 | activation, % at 3 µM | 0.061% of 320,000 active;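 active = activation above that plate's cutoff, the mean activation of tested compounds plus 3 SD, cut at about 6.6% in these data, passing the limit was not always enough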;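 note: 100% uses oxytocin at 75 nM as the full agonist control; some results filed as inactive read as strong as hits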
#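 Material: CHO-OTR cells, human receptor; compound dosing: single dose, 3.0 µM nominal final compound concentration; schedule: 6 min compound pre-incubation at room temperature, 100 s kinetic read; measured by: kinetic Fluo-8 calcium fluorescence; read-out basis: % activation vs EC15 and EC100 oxytocin; controls: EC15 oxytocin alone as 0%, 75 nM oxytocin as 100%; replicates: singlicate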
# CHO parental Ca: counter-screen for OX1R antagonists: effect in parental CHO cells; parental CHO-K1, ATP-induced calcium, Fluo-8 fluorescence; inhibition, % at 5.6 µM; 0.63% of 330,000 active; AID 463079;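 active = inhibition above that plate's mean sample inhibition plus 3 SD, cut at about 26% in these data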;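 note: 0% = ATP-challenged DMSO wells and 100% = DMSO wells without ATP; some compounds past the cut are filed as inactive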
#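 Assay system: parental CHO cells; Read-out basis: percent inhibition of ATP-evoked calcium rise, normalized to controls; Benchmarks: ATP and no-ATP DMSO wells; Compound dosing: single nominal dose of 5.6 µM per compound; Signal: Fluo-8 calcium dye fluorescence; Also added: ATP as calcium-mobilizing challenge; Repeats: singlicate.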
# * = called active by the depositor; / = no result given. Hits appear at their usual frequency; any-hit rate near 2.9%.
SMILES,M1 PAM,M4 antag,CHRM4 agonist,M1 ag,CHO-K1 Ca antag,CHRM1 antagonist,M1 ag parental,OXTR potentiate,CHO parental Ca
COc1ccc2[nH]cc(C(=O)C(=O)N3CCCCC3)c2c1,3,-4,2,-3,-1,-3,1.2,-4,-8
O=C(O)CCN1C(=O)/C(=C\c2ccncc2)SC1=S,5,2,2,-3,-17,-9,0.4,-7,2
Cn1c(SCC(=O)O)nnc1C1CCCCC1,-8,10,3,-2,-5,1,0.5,4,-1
CCOc1nc(C)nc(NC(=O)NS(=O)(=O)c2ccccc2Cl)n1,16,-3,0,-3,-3,-11,0.8,-14,-3
CCN(CC)S(=O)(=O)c1ccc(-c2nnc(SC)o2)cc1,4,8,1,-3,-1,-1,0.3,2,-8
Cc1cc(Cl)c(S(=O)(=O)NCc2ccccc2)cc1OCC(N)=O,8,5,1,-1,-10,2,0.7,-6,-5
COc1cc(CNc2ccc3[nH]c(=O)[nH]c3c2)cc(Br)c1OCC(=O)NC(C)(C)C,12,9,-2,-7,0,-21,0.3,-7,-11
CN1CCN(C(=O)c2cc(COc3ccccc3)on2)[C@@H](c2ccccc2)C1,6,-11,6,0,-6,-5,1.7,-10,-4
C=CCn1c(O)c(N=NC(=O)c2cccnc2)c2cc(Br)ccc21,18,11,1,2,-18,-13,0.8,-15,-3
O=C(CNC(=O)C12CC3CC(CC(C3)C1)C2)OCc1ccc(F)cc1Cl,-6,-4,16,-1,2,16,4.7,-6,-12
Fc1ccc(C2CCCCN2Cc2nc(CC3CC3)no2)cc1 (stereo not given),6,-6,-1,-9,-18,0,0.5,-5,-11
CCOC(=O)C(NC(=O)c1ccccc1)=C1CCCCC1,2,1,0,-1,11,-7,-0.1,-7,-13
O=C1CC(N2CCN(Cc3ccc4c(c3)OCO4)CC2)C(=O)N1Cc1ccc(N2CCCC2=O)cc1 (stereo not given),1,-5,3,-6,-8,-4,0.4,-6,-10
O=CN(/C=C1\Sc2ccccc2C1=O)Cc1ccccc1,-1,10,0,-3,18,7,0.1,-1,-11
COc1ccc(-n2c(C)c(C(C)=O)c(C(C)=O)c2C)cc1OC,6,-20,1,-1,-11,-15,0.4,-15,-3
CCn1ccnc1CN(C)Cc1nc(CCC(C)C)no1,0,-7,3,-6,-9,-1,-0.6,2,-1
C=CCN=C1CC(C)(C)CC(=O)/C1=C(\O)c1ccccc1,7,2,0,-5,-6,-4,-0.2,5,1
O=C(c1cc(-c2cccnc2)nc2ccc(Br)cc12)N1CCN(c2ncccn2)CC1,-11,2,13,2,7,16,4.1,-12,-27
CCC(NC(=O)c1[nH]c(C)c(C(C)=O)c1C)c1ccc(Br)cc1 (stereo not given),5,0,12,-3,-20,-6,3.0,-12,-18
O=C(CN1C(=O)NC2(CCCC2)C1=O)N1CCN(S(=O)(=O)c2cccc(C(F)(F)F)c2)CC1,14,-19,1,10,-4,-12,0.0,4,0
COc1ccc(N[C@@H]2CCN3C(=O)c4ccccc4[C@@H]3C[C@H]2O)cc1,-5,0,3,-4,-9,5,1.0,/,-23
Cc1cccc(NC(=O)c2ccc(S(=O)(=O)C(F)F)cc2)c1C,-6,11,2,-6,8,-1,1.7,-12,5
Cc1ccc(OC(=O)c2ccc3snnc3c2)cc1,4,-2,0,-1,4,-17,-0.3,-1,-11
CCOc1ccccc1NC1c2ccccc2C(=O)N1c1cccnc1 (stereo not given),0,2,1,-4,1,-1,0.1,-7,-12
CCCCCNCc1cccc(Br)c1,-4,9,2,0,-16,8,4.5,-3,-13

# Whole records as entered above. Order of values: M1 PAM	M4 antag	CHRM4 agonist	M1 ag	CHO-K1 Ca antag	CHRM1 antagonist	M1 ag parental	OXTR potentiate	CHO parental Ca
# Profile of O=C(O)CCN1C(=O)/C(=C\c2ccncc2)SC1=S : 5	2	2	-3	-17	-9	0.4	-7	2
# Profile of CCC(NC(=O)c1[nH]c(C)c(C(C)=O)c1C)c1ccc(Br)cc1 (stereo not given) : 5	0	12	-3	-20	-6	3.0	-12	-18

# An excerpt from above in order of count of non-hydrogen atoms, smallest number first:
SMILES,M1 PAM,M4 antag,CHRM4 agonist,M1 ag,CHO-K1 Ca antag,CHRM1 antagonist,M1 ag parental,OXTR potentiate,CHO parental Ca
CCCCCNCc1cccc(Br)c1,-4,9,2,0,-16,8,4.5,-3,-13
Cc1ccc(OC(=O)c2ccc3snnc3c2)cc1,4,-2,0,-1,4,-17,-0.3,-1,-11
O=CN(/C=C1\Sc2ccccc2C1=O)Cc1ccccc1,-1,10,0,-3,18,7,0.1,-1,-11
Fc1ccc(C2CCCCN2Cc2nc(CC3CC3)no2)cc1 (stereo not given),6,-6,-1,-9,-18,0,0.5,-5,-11
Cc1cc(Cl)c(S(=O)(=O)NCc2ccccc2)cc1OCC(N)=O,8,5,1,-1,-10,2,0.7,-6,-5
COc1ccc(N[C@@H]2CCN3C(=O)c4ccccc4[C@@H]3C[C@H]2O)cc1,-5,0,3,-4,-9,5,1.0,/,-23
O=C(CNC(=O)C12CC3CC(CC(C3)C1)C2)OCc1ccc(F)cc1Cl,-6,-4,16,-1,2,16,4.7,-6,-12
CN1CCN(C(=O)c2cc(COc3ccccc3)on2)[C@@H](c2ccccc2)C1,6,-11,6,0,-6,-5,1.7,-10,-4
COc1cc(CNc2ccc3[nH]c(=O)[nH]c3c2)cc(Br)c1OCC(=O)NC(C)(C)C,12,9,-2,-7,0,-21,0.3,-7,-11
O=C(c1cc(-c2cccnc2)nc2ccc(Br)cc12)N1CCN(c2ncccn2)CC1,-11,2,13,2,7,16,4.1,-12,-27
O=C(CN1C(=O)NC2(CCCC2)C1=O)N1CCN(S(=O)(=O)c2cccc(C(F)(F)F)c2)CC1,14,-19,1,10,-4,-12,0.0,4,0
O=C1CC(N2CCN(Cc3ccc4c(c3)OCO4)CC2)C(=O)N1Cc1ccc(N2CCCC2=O)cc1 (stereo not given),1,-5,3,-6,-8,-4,0.4,-6,-10

# More entries.
SMILES,M1 PAM,M4 antag,CHRM4 agonist,M1 ag,CHO-K1 Ca antag,CHRM1 antagonist,M1 ag parental,OXTR potentiate,CHO parental Ca
O=[N+]([O-])c1ccc2[nH]c(O)c(N=NC3CS(=O)(=O)CC3O)c2c1 (stereo not given),9,-3,1,-1,-11,-16,0.9,0,-1
CNc1nc(-c2ccccc2)cc(-c2ccccc2)n1,11,-6,-1,-3,-9,-15,1.1,-14,-34
COc1ccc(C(=O)N2CCCCC2c2cc(C(=O)NCc3ccc(Cl)c(Cl)c3)no2)cc1 (stereo not given),-4,-16,2,-4,-8,1,1.2,/,/
O=C(NN=C1CCCC1)c1n[nH]c2c1CCC2,10,-1,1,2,14,4,-0.6,2,7
Cc1cccc(N(C(=O)CNC(=O)c2ccco2)C(C(=O)NC2CCCC2)c2ccncc2)c1C (stereo not given),9,-8,1,-5,-13,-11,0.3,-2,-15
Cc1cc(C2=NNC(=NCCc3ccccc3)SC2)c(C)n1-c1c(C)n(C)n(-c2ccccc2)c1=O,4,0,0,-5,-8,0,-0.5,-4,-3
O=[N+]([O-])c1cc(Cl)ccc1Sc1cccc2cccnc12,6,1,0,-6,-8,-9,0.4,-2,-8
C=CCc1cccc(C=Nc2c[nH]c(=O)[nH]c2=O)c1O,4,-10,1,-3,-3,-12,0.3,-16,3
CCOC(=O)Nc1ccc2c(c1)N(C(=O)CN(CC)CC)c1ccccc1C=C2,-35,25,0,-15,-5,72*,0.1,7,-9
O=C(Oc1nsnc1N1CCOCC1)N(c1ccccc1)c1ccccc1,0,7,1,-1,2,8,1.1,-5,-8
COc1ccc(C(C)=O)cc1Cn1cnc2c(cnn2C)c1=O,11,8,0,-4,-8,-11,1.8,-1,-3
C=CCOc1ccccc1CN1CCC(Oc2cc(C(=O)NC3CC3)ccc2OC)CC1,-6,3,1,-6,-4,12,0.2,/,/
CCCc1nc2oc(C(=O)c3ccccc3)c(N)c2c2c1COC(C)(C)C2,5,-11,1,-2,-4,3,0.4,-9,-7
O=C(CN1C(=O)c2ccccc2C1=O)OCC(=O)N1CCCCC1,6,2,0,-6,-5,-14,0.9,-4,1
Cc1ccc(NC(=O)COc2ncnc3cc([N+](=O)[O-])ccc23)cc1S(=O)(=O)N1CCOCC1,3,-3,2,-4,-13,-4,1.6,2,-12
COc1ccc(-c2cc(C(=O)N3CCN(c4ccccc4)CC3)c3ccccc3n2)cc1,-12,1,11,-4,9,16,3.5,-1,-9
Cc1ccc(N2CCN(CCc3nc4cc(NC(=O)c5ccco5)ccc4n3C)CC2)cc1,-22,-10,1,-6,11,25*,0.6,3,-10
COC(C[C@@H]1O[C@@H]1[C@H](O)COCc1ccccc1)OC,11,-8,-1,0,-5,-8,1.8,6,-9
Cc1ccc2c(c1)C(c1ccccc1)N(C(=O)c1ccc(Br)cc1)CC(=O)N2 (stereo not given),-2,-4,5,-2,-16,5,3.6,/,/
Cc1nc2ccc(NS(=O)(=O)c3ccc(F)c(F)c3)cc2s1,-6,9,12,2,0,6,11,-10,3
N#CCCN(Cc1ccccc1)C(C(=O)NC1CCCCC1)c1ccnc2ccccc12 (stereo not given),-2,5,6,-4,-15,-3,2.0,/,/
CCOC(=O)N1CCN(C(=O)c2cc(S(=O)(=O)N3CCCC3)cn2C)CC1,8,3,1,-2,-7,-8,0.0,-11,-6
COCCn1c(SCC(=O)Nc2ccccc2OC)nc2c([nH]c3ccccc32)c1=O,-4,-6,2,-7,12,16,-0.3,-2,-23
C[C@@H]1CN([C@@H](C)CO)C(=O)c2cc(Br)cnc2O[C@H]1CN(C)C(=O)Cc1cccnc1,8,-13,1,-4,-20,-6,0.8,/,/
CC1(C)CC(N2CCN(c3ccccc3)CC2)=CC(=[N+]2CCCC2)C1,-1,6,1,-12,-21,1,0.1,-8,-13
# More results
SMILES,M1 PAM,M4 antag,CHRM4 agonist,M1 ag,CHO-K1 Ca antag,CHRM1 antagonist,M1 ag parental,OXTR potentiate,CHO parental Ca
c1ccc(Cn2c(SCc3cn4cccnc4n3)nnc2-c2ccco2)cc1,5,5,0,-2,4,-8,-0.2,-4,1
Cc1cc(C)n2nc(S(=O)(=O)NC3CCCCC3)nc2n1,6,14,2,-4,-2,-7,0.7,9,-16
CC(Oc1ccc(Cl)cc1Cl)c1nc(-c2ccc(NC(=O)c3ccccn3)cc2)no1 (stereo not given),0,3,1,-3,-37,14,0.6,1,-7
COc1cc(S(=O)(=O)N2CCOCC2)c(OC)c(S(=O)(=O)N2CCOCC2)c1,5,5,1,-1,-4,3,0.4,-1,1
Cc1ccc(S(=O)(=O)NCC(=O)N(CC(=O)NCc2ccco2)C2CCCC2)cc1,7,-9,0,-6,-8,-5,0.5,-12,-18
O=C(Cc1ccc(-n2cnnn2)cc1)NC12CC3CC(CC(C3)C1)C2,11,2,2,0,2,-12,0.5,-10,-8
O=C1Nc2ccccc2N(O)N1c1ccc(Cl)cc1,1,6,1,-6,-7,0,0.5,3,3

# High-throughput results (PubChem BioAssay)
